# Source: PubChem (National Center for Advancing Translational Sciences (NCATS))
# PLK1 PBD inh: inhibitors of human PLK1 polo-box domain binding. Plk1 PBD binding of FITC phosphopeptide, fluorescence polarization. AID 720504. P53350. Potency, µM, for inactives: max response, negative = inhibition, actives largely listed as inhibitors. 2.8% of 360,000 active; note: potency is the fitted concentration of half-maximal effect; series mostly up to about 57 µM; % is set by controls: 0 for no effect and ±100 for the full control effect; nearly all actives have a fitted effect of over 65% in size
# IL2 activator: IL-2 activation. IL-2 activation reporter assay, cell-based qHTS; stimulated with anti-CD3/CD4/CD28 beads; in transgenic mouse T cells. activation, % (series mostly up to about 46 µM). 0.065% of 360,000 active; in the data active = activation above about 50%; inconclusive = mostly about 30% to 49%; note: 0% is about no effect
#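 Unstimulated transgenic mouse T cells, 750 per well, received compound and, after 60 minutes, anti-CD3/anti-CD4 bead plus anti-CD28 stimulation. EGFP and DsRed were quantified after 18 hours.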
# D3 ag: activates the human D3 dopamine receptor; D3R DiscoveRx beta-arrestin cells, luminescence, 90 min; max activation, %; 0.58% of 410,000 active; AID 652048; in the data active = max activation above about 30%; note: 0% is about no effect; mostly tested at two doses, the higher about 12 µM
# Target sequence (P35462 whole entry, looked up): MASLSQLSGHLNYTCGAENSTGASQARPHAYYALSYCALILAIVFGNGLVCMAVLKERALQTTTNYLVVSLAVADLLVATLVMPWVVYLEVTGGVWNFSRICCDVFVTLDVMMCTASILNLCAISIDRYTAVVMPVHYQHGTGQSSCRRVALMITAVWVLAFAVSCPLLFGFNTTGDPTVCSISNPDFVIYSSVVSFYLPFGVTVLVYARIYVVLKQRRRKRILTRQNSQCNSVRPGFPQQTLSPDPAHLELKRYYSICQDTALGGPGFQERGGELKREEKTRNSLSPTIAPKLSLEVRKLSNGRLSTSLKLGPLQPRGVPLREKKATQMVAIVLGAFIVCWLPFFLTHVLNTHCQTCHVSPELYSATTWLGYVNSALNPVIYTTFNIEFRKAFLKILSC
#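 Agonist mode: compounds and dopamine controls were applied to plated cells for 90 min at 37 degrees C after an overnight attachment at 1500 cells/well. Luminescent read-out followed 30 - 60 minutes at room temperature with DiscoveRx detection reagent.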
# GLP1R cytotox: cytotoxicity counter-screen for GLP-1 receptor inverse agonists | HEK293 cAMP-luciferase reporter cells, luminescence, 24 h | Potency, µM (top dose mostly 38.3 µM), without a hit: top-dose activity change, negative = inhibition, actives largely listed as inhibitors | 0.13% of 410,000 active | AID 624418;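 note: loss of luciferase light is scored as toxicity; potency is the fitted concentration of half-maximal effect; % is set by controls: 0 for no effect and ±100 for the full control effect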
#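 Cells in DMEM/10% Nu serum/1% pen-strep, 1536-well format. Pre-incubated 12 h, dosed with 23 nL compound, incubated a further 24 h. Luciferase detection, 12 min at room temp, luminescence.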
# PI5P4K alpha inh: inhibitors of human PI5P4K alpha. PI5P4Kalpha enzyme, ADP-Glo luminescence, 60 min; stronger effect = lower value. P48426. 1.2% of 330,000 active. max response, %; active = max response of -50% or lower; inconclusive = between -30% and -50%; inactive = -30% or higher; note: value at the top dose of about 77 µM; % is set by controls: 0 for no effect and ±100 for the full control effect
#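 Reactions run in 0.038 M HEPES pH 7.4, 0.28 mM EGTA, 0.1% CHAPS and 5% DMSO, with PI5P4Kalpha, substrate, compound and 5 microM ATP final, one hour at room temperature. Readout is ADP-Glo luminescence.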
# WRN inhibitor: blocks human WRN helicase; Potency, µM (doses to about 114 µM), inactives show at the highest dose activity change, negative = inhibition, usual class: inhibitors; WRN helicase unwinding, fluorescent forked duplex, kinetic; 0.46% of 360,000 active; Q14191; note: potency is the fitted concentration of half-maximal effect; % is set by controls: 0 for no effect and ±100 for the full control effect; nearly all actives have a fitted effect of over 55% in size
#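 Kinetic fluorescence helicase assay: unwinding of a quenched forked DNA duplex (100 nM final) with 2 mM ATP final raises red fluorescence (525/598 nm). Compounds sat 15 min at room temperature with 20 nM WRN beforehand.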
# DRD3 antagonist: D3 dopamine receptor (human) antagonism. 2.5% of 360,000 active. D3R cells, DiscoveRx beta-arrestin luminescence, antagonist mode; stronger effect = lower value. max response, negative = inhibition, %. AID 652054; in the data active = max response below about -50%; inconclusive = no clear call, values can overlap the other calls; note: % is set by controls: 0 for no effect and ±100 for the full control effect; mostly tested at two doses, the higher about 12 µM
#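 Cells expressing the human receptor were seeded at 1500 cells/well, incubated overnight at 37 degrees C in 5% CO2, then exposed to library compounds with dopamine controls for 90 minutes at 37 degrees C before luminescent detection.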
# GLP1R ag: activates the human GLP-1 receptor; P43220; Potency, µM (highest dose often 45.6 µM), for inactives: at the top dose activation, most hits filed as activators; 0.007% of 380,000 active; HEK293 GLP-1R CRE-luciferase, luminescence, 4-6 h; cells express a hypersensitive GLP-1R form; note: potency is the fitted concentration of half-maximal effect; % of control where 0% means no effect
# Target sequence (P43220 whole entry, looked up): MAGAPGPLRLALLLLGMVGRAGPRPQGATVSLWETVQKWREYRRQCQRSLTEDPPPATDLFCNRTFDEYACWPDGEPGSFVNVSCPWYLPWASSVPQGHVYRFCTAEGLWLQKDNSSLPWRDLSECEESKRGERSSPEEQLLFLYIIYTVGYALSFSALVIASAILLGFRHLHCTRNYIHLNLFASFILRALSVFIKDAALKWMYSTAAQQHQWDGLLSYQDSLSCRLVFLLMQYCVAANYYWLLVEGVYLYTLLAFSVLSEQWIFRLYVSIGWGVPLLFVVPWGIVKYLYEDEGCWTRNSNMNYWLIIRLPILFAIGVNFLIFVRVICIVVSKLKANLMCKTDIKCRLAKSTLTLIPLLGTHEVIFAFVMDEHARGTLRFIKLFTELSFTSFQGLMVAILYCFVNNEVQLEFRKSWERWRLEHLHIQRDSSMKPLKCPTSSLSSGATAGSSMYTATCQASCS
# GLP1R inv ag: inverse agonists of human GLP-1 receptor. HEK293 GLP-1R CRE-luciferase, luminescence, 24 h; GLP-1R form is constitutively active. Potency, µM (top dose mostly 38.3 µM), for inactives: at the highest dose activity change, negative = inhibition, most hits filed as inhibitors. 1.6% of 410,000 active; note: potency is the fitted concentration of half-maximal effect; % is set by controls: 0 for no effect and ±100 for the full control effect; nearly all actives have a fitted effect of over 55% in size
#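 Readout was luciferase luminescence, measured 12 min after detection reagent at room temperature. Beforehand, GLP-1R reporter HEK293 cells had sat 12 h, then received compounds for 24 hr at 37 deg C.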
# * marks the source's active call; other numbers are inactive results; ? = inconclusive; / = not tested or not shown; [ ] = dose if it differs, or a comment. Unless noted, calls come from the whole dose curve; as a rule, active = well fitted curve in the direction sought with a large enough effect; inconclusive = small, poorly fitted or top-dose-only effect, or another doubt; inactive = no such curve, though single readings can be large; an effect the other way counts as inactive or inconclusive.
SMILES,PLK1 PBD inh,IL2 activator,D3 ag,GLP1R cytotox,PI5P4K alpha inh,WRN inhibitor,DRD3 antagonist,GLP1R ag,GLP1R inv ag
CC(C)Sc1sc(C(=O)O)c(-c2ccc(Cl)cc2)c1C#N,-14%,0.9,1,-14%,-6,-14%,-4,-5%,-24%
CCOc1ccc(/C=N/NC(=O)C2CCCC2)c(OCC)c1,4%,-1.0,-1,-9%,-1,-4%,9,0%,-6%
CN(C)S(=O)(=O)Oc1ccc(C(=O)Nc2cccc(C(F)(F)F)c2)cc1,-4%,-0.6,1,-18%,1,-8%,-6,3%,?
CCn1c(=O)c(C(=O)CN2c3ccccc3CC2C)c(N)n(Cc2ccccc2)c1=O (stereo not given),-5%,-1.0,1,22%,-1,-5%,-15,-1%,?
O=C(NCc1ccco1)c1ccc2c(c1)N(Cc1ccc(F)cc1)C(=O)c1ccccc1S2=O (stereo not given),/,/,7,-15%,/,/,/,-7%,?
COc1ccccc1N1CCN(C2CCCN(C(=O)c3cscn3)C2)CC1 (stereo not given),4%,2.4,-21,-1%,-2,2%,-5,-5%,-3%
COc1ccc(-c2cn3cccnc3n2)cc1NC(=O)c1ccc(Br)o1,-5%,-2.2,5,-13%,/,-17%,-12,10%,0%
O=C(CN1CCN(c2ccccc2O)CC1)NC(=O)NCc1ccco1,-19%,-0.2,0,13%,-5,-9%,7,-5%,1%
CCC(=O)NNC(=S)NC(=O)c1ccc(C)cc1,?,-1.1,24,6%,9,6%,14,0%,1%
O=C(CNC(=O)C1COc2ccccc2O1)N/N=C\c1ccc(Cl)cc1 (stereo not given),0%,-0.2,3,-10%,7,-4%,-2,9%,?
CN(c1cccc2cccnc12)S(=O)(=O)c1ccccc1,-9%,0.4,2,1%,0,-1%,-10,18%,-7%
COc1cccc(C(=O)NCC(=O)OC(C)C(=O)NC23CC4CC(CC(C4)C2)C3)c1 (stereo not given),-2%,0.9,-7,-2%,-1,-20%,-20,15%,10%
CCOC(=O)n1c(=O)n(C)c2ccc(Br)cc21,-13%,-0.6,5,-6%,0,-29%,-1,13%,35%
CCCC(C)NC(=O)Cn1c(=O)c2c(ncn2CCC(C)C)n(Cc2ccccc2)c1=O (stereo not given),1%,-0.5,5,-24%,-3,12%,-5,12%,?
O=C(Cn1c(=O)n(Cc2ccco2)c(=O)c2c3c(sc21)CCCCC3)Nc1ccccc1,-27%,-1.0,-9,-24%,/,?,-27,-11%,?
Cc1c(C(=O)COC(C)(C)C)[nH]c2ccccc12,?,-0.1,2,0%,-2,-9%,0,-10%,-4%
COc1cccc(-c2cc3nc(C)c(C)c(N4CCN(C(=O)c5ccoc5)CC4)n3n2)c1,-2%,-3.4,-1,-31%,4,-6%,17,12%,18%
Cc1ccccc1-c1cc(C(=O)NCc2cccc(Br)c2)nn1CC1CC(c2cccc([N+](=O)[O-])c2)=NO1 (stereo not given),-12%,-0.2,-38,8%,2,-2%,-15,-4%,-20%
O=C(CSc1nc2ccccc2c(=O)n1CCC(=O)N1CCN(c2ccccc2)CC1)NCC1CCCO1 (stereo not given),?,-2.0,8,6%,-12,4%,3,5%,9%
Cc1noc(C)c1S(=O)(=O)N1CCC(C(=O)Nc2ccc(OC(F)(F)F)cc2)CC1,0%,-3.2,1,-7%,12,-2%[57.1 µM],1,1%,?
COCCn1c(SC(C(=O)Nc2cc(C)ccc2OC)c2ccccc2)nnc1-c1ccc(Cl)cc1 (stereo not given),-9%,-2.0,3,4%,-7,-18%,21,1%,20%
COc1ccccc1C1(CC(=O)O)CCOC(C(C)C)C1 (stereo not given),-3%,1.8,0,13%,8,-13%,?,5%,-3%
O=S(=O)(c1ccc(Br)s1)n1cccn1,2%,3.9,3,6%,/,1%,31,1%,2%
CC(=O)Nc1ccc(S(=O)(=O)N2CCN(CCN3CCOCC3)CC2)cc1Cl,-7%,0.7,-4,-5%,2,-9%,15,-6%,-7%

# Compounds from the list above that contain a CF3 group:
SMILES,PLK1 PBD inh,IL2 activator,D3 ag,GLP1R cytotox,PI5P4K alpha inh,WRN inhibitor,DRD3 antagonist,GLP1R ag,GLP1R inv ag
CN(C)S(=O)(=O)Oc1ccc(C(=O)Nc2cccc(C(F)(F)F)c2)cc1,-4%,-0.6,1,-18%,1,-8%,-6,3%,?
Cc1noc(C)c1S(=O)(=O)N1CCC(C(=O)Nc2ccc(OC(F)(F)F)cc2)CC1,0%,-3.2,1,-7%,12,-2%[57.1 µM],1,1%,?

# Following part
SMILES,PLK1 PBD inh,IL2 activator,D3 ag,GLP1R cytotox,PI5P4K alpha inh,WRN inhibitor,DRD3 antagonist,GLP1R ag,GLP1R inv ag
COc1ccccc1NCC(=O)N/N=C/c1cccnc1,-3%,-3.3,18,-9%,/,-14%,-11,-4%,3%
O=C(CN(c1ccccc1)S(=O)(=O)c1ccccc1)N/N=C/c1ccco1,-8%,-0.3,-12,4%,-11,6%,0,-10%,6%
O=C(COC(=O)/C=C/c1ccccc1)NCCc1ccc(F)cc1,-6%,-0.3,6,?,1,5%,-6,8%,?
O=C(COC(=O)c1ccccn1)Nc1nc(-c2ccccc2)cs1,-19%,-0.3,-4,0%,-19,5%,?,5%,21%
Cc1ccccc1NC(=O)CSc1nnc(-c2ccco2)n1N,19µM*,0.2,5,-2%,-6,-12%,10,5%,14%
O=C(C1=C(O)C(=O)N(CCCn2ccnc2)C1c1cccc(Br)c1)c1ccco1 (stereo not given),-6%,-2.2,2,-7%,-3,-16%,-13,0%,-9%
COc1ccc(OC)c(CN2C(=O)CSCC2(C)C(=O)Nc2c(C)cccc2C)c1 (stereo not given),-6%,0.2,3,-5%,-3,0%,5,/,-15%
CCOc1ccccc1NS(=O)(=O)c1cccc2nsnc12,-4%,-1.3,7,-11%,/,-14%,30,-2%,-23%
COc1cc(OC)cc(-c2nnc(SCC(=O)Nc3ccc(C(=O)O)cc3)s2)c1,-16%,0.9,8,8%,-16,-21%,22,3%,6%
COc1ccc(CNC(=O)CN2C(=O)NC(Cc3ccccc3)(c3ccccc3)C2=O)cc1OC (stereo not given),2%,0.2,2,-1%,0,-1%,41,9%,-1%
Clc1ccccc1CSc1nnc([C@@H]2CCCN2)o1,-12%,-0.9,-3,6%,-6,-27%,-5,1%,15%
CC1CCCCN1C(=S)NC(=O)c1cc(Br)ccc1Cl (stereo not given),-2%,-0.3,-9,-63%,-1,-1%,-29,2%,-54%
CCCc1[nH]nc2c1C(Cc1ccccc1)C(C#N)=C(N)O2 (stereo not given),-15%,-0.9,-8,5%,-6,-5%,-25,-6%,-6%
C/C(=N\NC(=O)c1cc(-c2ccc(C)s2)[nH]n1)c1ccco1,-2%,0.4,-1,-15%,?,-1%,-10,3%,-1%
CCN(CC)S(=O)(=O)c1ccc(NC(=O)CSc2cccc[n+]2[O-])cc1,-13%,-1.3,-1,3%,/,1%,14,-6%,-6%
COc1ccc(Cl)cc1C(=O)NNC(=O)c1cc2ccccc2o1,1%,-0.5,-7,-12%,-1,7%,21,9%,4%
CCOC(=O)N1CCN(CC(=O)Nc2c(C(=O)OC)[nH]c3ccccc23)CC1,0%,0.6,8,1%,/,-15%,9,0%,9%
C[C@H](CO)N1C[C@H](C)[C@@H](CN(C)C(=O)Nc2ccc3c(c2)OCO3)Oc2c(NS(=O)(=O)c3cn(C)cn3)cccc2C1=O,-9%,-0.1,1,-3%,3,2%,-9,11%,7%
COc1c(Cl)cc(Cl)cc1CNCCNCCO,-9%,-0.3,-14,5%,/,-12%,?,0%,-21%
COc1ccc2oc(C(=O)NCc3cc(OC)c(OC)cc3OC)c(C)c2c1,-13%,-3.1,-3,2%,-2,-12%,-9,26%,10%

# Part of the list above in order of heavy-atom count, highest first.
SMILES,PLK1 PBD inh,IL2 activator,D3 ag,GLP1R cytotox,PI5P4K alpha inh,WRN inhibitor,DRD3 antagonist,GLP1R ag,GLP1R inv ag
C[C@H](CO)N1C[C@H](C)[C@@H](CN(C)C(=O)Nc2ccc3c(c2)OCO3)Oc2c(NS(=O)(=O)c3cn(C)cn3)cccc2C1=O,-9%,-0.1,1,-3%,3,2%,-9,11%,7%
COc1ccc(CNC(=O)CN2C(=O)NC(Cc3ccccc3)(c3ccccc3)C2=O)cc1OC (stereo not given),2%,0.2,2,-1%,0,-1%,41,9%,-1%
COc1ccc(OC)c(CN2C(=O)CSCC2(C)C(=O)Nc2c(C)cccc2C)c1 (stereo not given),-6%,0.2,3,-5%,-3,0%,5,/,-15%
O=C(C1=C(O)C(=O)N(CCCn2ccnc2)C1c1cccc(Br)c1)c1ccco1 (stereo not given),-6%,-2.2,2,-7%,-3,-16%,-13,0%,-9%
COc1ccc2oc(C(=O)NCc3cc(OC)c(OC)cc3OC)c(C)c2c1,-13%,-3.1,-3,2%,-2,-12%,-9,26%,10%
CCN(CC)S(=O)(=O)c1ccc(NC(=O)CSc2cccc[n+]2[O-])cc1,-13%,-1.3,-1,3%,/,1%,14,-6%,-6%
COc1ccc(Cl)cc1C(=O)NNC(=O)c1cc2ccccc2o1,1%,-0.5,-7,-12%,-1,7%,21,9%,4%
Cc1ccccc1NC(=O)CSc1nnc(-c2ccco2)n1N,19µM*,0.2,5,-2%,-6,-12%,10,5%,14%
CCCc1[nH]nc2c1C(Cc1ccccc1)C(C#N)=C(N)O2 (stereo not given),-15%,-0.9,-8,5%,-6,-5%,-25,-6%,-6%
CC1CCCCN1C(=S)NC(=O)c1cc(Br)ccc1Cl (stereo not given),-2%,-0.3,-9,-63%,-1,-1%,-29,2%,-54%
Clc1ccccc1CSc1nnc([C@@H]2CCCN2)o1,-12%,-0.9,-3,6%,-6,-27%,-5,1%,15%
COc1c(Cl)cc(Cl)cc1CNCCNCCO,-9%,-0.3,-14,5%,/,-12%,?,0%,-21%
